# High-throughput results from PubChem BioAssay.
# Sm TGR block: blocks Schistosoma mansoni thioredoxin glutathione reductase; AID 485364; purified TGR, DTNB reduction, TNB absorbance 405 nm; Potency, µM (doses to about 114 µM), for inactives: top-dose activity change, negative = inhibition, most hits filed as inhibitors; 360,000 tested, 3% active; also: potency is read from the fitted curve at half-maximal effect; nearly all actives have a fitted effect of over 60% in size
#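 Kinetic colorimetric format: TGR-catalysed, NADPH-driven DTNB reduction monitored via TNB absorbance. Enzyme dispensed at 20 nM; compound exposure 15 min at room temperature before reaction start.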
# AmpC detergent: inhibitors of E. coli AmpC beta-lactamase with detergent; P00811; AID 485294; AmpC hydrolysis of nitrocefin, absorbance 480 nm, 0.01% Triton; Potency, µM (highest dose often 114 µM), without a hit: top-dose activity change, negative = inhibition, hits mostly inhibitors; 370,000 tested, 0.041% active;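 also: potency is read from the fitted curve at half-maximal effect; 0% = no-compound wells and -100% = no-enzyme wells; nearly all actives have a fitted effect of over 25% in size; some results filed as inactive show a strong effect at the top dose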
# Target sequence (P00811 whole entry, looked up): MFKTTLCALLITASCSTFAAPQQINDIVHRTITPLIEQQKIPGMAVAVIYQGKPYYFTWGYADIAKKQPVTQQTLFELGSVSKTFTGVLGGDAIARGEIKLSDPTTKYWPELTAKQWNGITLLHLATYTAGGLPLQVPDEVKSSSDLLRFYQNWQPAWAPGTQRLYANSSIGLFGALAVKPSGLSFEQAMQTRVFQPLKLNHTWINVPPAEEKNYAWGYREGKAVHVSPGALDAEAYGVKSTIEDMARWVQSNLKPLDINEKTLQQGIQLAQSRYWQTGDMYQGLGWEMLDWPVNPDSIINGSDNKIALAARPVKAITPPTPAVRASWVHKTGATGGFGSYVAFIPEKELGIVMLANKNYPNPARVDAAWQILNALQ
#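 20 mM phosphate pH 7.0 + 0.01% (detergent screen) or 0.0001% Triton X-100; 5.3 nM AmpC reagent; cpd preinc 15 min RT; nitrocefin (800 uM stock) to start; A480 q20 s × 4 min; Activity was normalised to no-enzyme and no-compound control wells.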
# AMA1-RON2 inh: AMA1-RON2 (P. falciparum) interaction inhibition; AlphaScreen AMA1-biotinylated RON2 peptide binding; 360,000 tested, 0.2% active; Potency, µM (series often up to 58.2 µM), for the others: top-dose activity change, negative = inhibition, usual class: inhibitors;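 also: potency is read from the fitted curve at half-maximal effect; 0% = vehicle wells and -100% = peptide control; nearly all actives have a fitted effect of over 45% in size; some results filed as inactive show a strong effect at the top dose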
#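 AMA1 (3D7) with his tag at 25 nM final met compounds first, then biotinylated RON2 peptide at 25 nM; detection used donor plus acceptor beads, 10 µg/mL apiece, read by AlphaScreen after 30 min at room temperature.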
# LmPK inh: blocks Leishmania mexicana pyruvate kinase activity. 290,000 tested, 0.37% active. Q27686. purified LmPK, Kinase-Glo ATP luminescence, 1 h. Potency, µM (top dose mostly 57.5 µM), without a hit: top-dose activity change, negative = inhibition, hits mostly inhibitors; also: potency is read from the fitted curve at half-maximal effect
# Target sequence (Q27686 whole entry, looked up): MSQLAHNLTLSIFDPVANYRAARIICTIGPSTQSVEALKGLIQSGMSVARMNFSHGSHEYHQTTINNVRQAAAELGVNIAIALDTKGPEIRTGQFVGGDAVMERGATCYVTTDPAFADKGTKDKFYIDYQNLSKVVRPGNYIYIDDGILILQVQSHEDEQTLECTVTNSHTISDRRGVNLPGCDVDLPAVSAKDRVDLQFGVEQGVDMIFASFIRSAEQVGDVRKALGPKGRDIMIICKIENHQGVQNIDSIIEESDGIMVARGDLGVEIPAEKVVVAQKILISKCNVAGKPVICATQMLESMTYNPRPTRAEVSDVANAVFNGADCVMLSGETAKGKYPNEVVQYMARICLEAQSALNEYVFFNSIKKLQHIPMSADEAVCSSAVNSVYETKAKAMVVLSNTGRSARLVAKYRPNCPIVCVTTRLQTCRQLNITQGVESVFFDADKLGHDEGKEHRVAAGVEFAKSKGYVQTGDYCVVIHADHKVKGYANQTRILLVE
#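 Screened at intermediate enzyme activity to detect both inhibitors and activators: LmPK at 0.1 nM, with a 0.5 nM enzyme column as activation reference. PEP 0.5 mM, ADP 0.1 mM; ATP detected by luminescence after 1 h.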
# HCMV inh: blocks human cytomegalovirus replication; HFF cells, HCMV-luciferase reporter, 72 h; hits give low values; activity change, negative = inhibition, % at 57.5 µM; 410,000 tested, 4.5% active; AID 1259415; in the data active = activity change below about -60%; inconclusive = no clear call, values can overlap the other calls; inactive = above about -39%
#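 Two-dose cell screen: HFF monolayers treated with compounds and infected with luciferase-expressing HCMV at 1 PFU/cell, 72 h at 37C, then lysed for luciferase measurement.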
# AmpC no deterg: blocks E. coli AmpC beta-lactamase in detergent-free assay; P00811; AmpC nitrocefin hydrolysis, absorbance 480 nm, 0.0001% Triton; Potency, µM (top dose mostly 57.1 µM), inactives show top-dose activity change, negative = inhibition, hits mostly inhibitors; 330,000 tested, 0.52% active; AID 485341;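 also: potency is read from the fitted curve at half-maximal effect; plate controls were no compound for no effect and no enzyme for full effect; nearly all actives have a fitted effect of over 20% in size; some results filed as inactive show a strong effect at the top dose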
#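 AmpC (5.3 nM in the dispensed reagent) in 20 mM phosphate pH 7.0 with 0.01% (detergent screen) or 0.0001% Triton X-100 was preincubated with compounds for 15 min at room temperature. Nitrocefin was then added from an 800 uM solution, and hydrolysis was followed at 480 nm.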
# TbPYK inhibitor: inhibitors of Trypanosoma brucei pyruvate kinase. Q57TT1. TbPYK enzyme, Kinase-Glo Plus ATP luminescence, 45 min. Potency, µM (highest dose often 76.8 µM), without a hit: at the top dose activity, negative = inhibition, actives largely listed as inhibitors. 410,000 tested, 0.12% active. AID 624173; also: potency is read from the fitted curve at half-maximal effect; nearly all actives have a fitted effect of over 50% in size
#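 Readout: single end-point luminescence (Kinase-Glo Plus, 10 min). Reaction conditions were TbPYK/substrate plus 130 uM ADP, 45 min at RT, pH 7.2 TEA buffer. No-enzyme wells served as controls, and data were normalized before concentration-response fitting.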
# Starred values were filed as active, the others as inactive; u = inconclusive; x = not tested or not shown; [ ] = dose if it differs, or a comment. Unless noted, calls follow the shape of the dose curve; as a rule, active = well fitted curve in the direction sought with a large enough effect; inconclusive = small, poorly fitted or top-dose-only effect, or another doubt; inactive = no such curve, though single readings can be large; an effect the other way counts as inactive or inconclusive. Unless noted, % is scaled to controls: 0 for no effect and ±100 for the full control effect.
molecule | Sm TGR block | AmpC detergent | AMA1-RON2 inh | LmPK inh | HCMV inh | AmpC no deterg | TbPYK inhibitor
O=C(NCc1ccccc1)C1CCCN(C(=O)Nc2ccccc2)C1 (stereo not given) | u | 2% | -3% | -6% | 29 | -13% | 10%
COc1ccc(NC(=O)CCNS(=O)(=O)c2ccccc2F)cc1S(=O)(=O)N1CCOCC1 | x | x | -6% | x | -27 | x | -4%
COc1cccc(C(=O)/C=C/Nc2ccc(S(=O)(=O)Nc3onc(C)c3C)cc2)c1 | 10% | 1% | -1% | -3% | 31 | -27% | -5%
O=C(Nc1ccc(Br)cc1)c1ccc2ncsc2c1 | -7% | 0% | -9% | 5% | 0 | -23% | -21%
Cc1cc(C)c(NC(=O)CSc2nc3ccc(NC(=O)CSc4nnnn4Cc4ccccc4)cc3s2)c(C)c1 | x | x | 13% | x | -36 | x | -13%
N/C(=N\OC(=O)COc1ccc2ccccc2c1)c1cccnc1 | 0% | u | 26% | -1% | 33 | 72%[activator] | -5%
COc1cc(/C=C/[N+](=O)[O-])ccc1O | 35µM* | 0% | -19% | -4% | -104* | -43% | -28%
COc1ccc(Cl)cc1NC(=O)c1cc2c(=O)n3ccccc3nc2s1 | 7% | 16% | x | x | -8 | x | -2%
COC(=O)/C=C/C(=O)Nc1cccnc1 | -14% | 0% | 0% | 1% | 2 | -11% | -3%
COc1cccc(C2CC(c3cccs3)=NN2S(C)(=O)=O)c1OC (stereo not given) | 3% | 1% | -15% | -3% | -12 | 8% | 5%
CCC(=O)Nc1ccc(-c2nnc(-c3ccccc3)o2)cc1 | 2% | 0% | 5% | -6% | 114 | -15% | -5%
O=C(CN(c1ccccc1F)S(=O)(=O)c1ccccc1)Nc1ccccc1C(=O)N1CCOCC1 | -12% | 0% | 9% | 1% | -5 | 2% | 1%

# For reference, part of the list above.
molecule | Sm TGR block | AmpC detergent | AMA1-RON2 inh | LmPK inh | HCMV inh | AmpC no deterg | TbPYK inhibitor
O=C(NCc1ccccc1)C1CCCN(C(=O)Nc2ccccc2)C1 (stereo not given) | u | 2% | -3% | -6% | 29 | -13% | 10%
COc1ccc(NC(=O)CCNS(=O)(=O)c2ccccc2F)cc1S(=O)(=O)N1CCOCC1 | x | x | -6% | x | -27 | x | -4%
COc1cccc(C(=O)/C=C/Nc2ccc(S(=O)(=O)Nc3onc(C)c3C)cc2)c1 | 10% | 1% | -1% | -3% | 31 | -27% | -5%

# (next part)
molecule | Sm TGR block | AmpC detergent | AMA1-RON2 inh | LmPK inh | HCMV inh | AmpC no deterg | TbPYK inhibitor
COc1ccc(OC)c(CN2CCC(C(=O)N(C)CCc3ccc(OC)c(OC)c3)CC2)c1 | 3% | -6% | -17% | -9% | 12 | 18% | 7%
COc1ccc(Cn2cccc(NC(=O)Nc3cccc(OC)c3)c2=O)cc1 | -24% | -4% | -14% | 3% | 0 | -30% | 1%
COC(=O)c1ccc(N2CCN(C)CC2)c(NC(=O)c2cc3ccccc3o2)c1 | 0% | u | 0% | 2% | 106 | -13% | -10%
CN(C)c1ccc(C(=O)/C=C/c2ccccc2)cc1 | 5% | 0% | -14% | -12% | -7 | -25% | -1%
COc1ccc(S(=O)(=O)NCCc2c[nH]c3ccc(Cl)cc23)cc1 | 0% | 4% | 9% | -5% | 20 | -26% | 0%
CN(CC(=O)Nc1ccccc1Br)C(=O)c1ccccc1Sc1ccccc1C#N | x | x | 73%[activator] | x | -27 | x | 2%
O=C(NC(=S)Nc1cccc(O)c1)c1ccco1 | 7.9µM* | -13% | 14% | -3% | -35 | -25% | 3%
COc1ccc(NC(=O)CSc2nncs2)cc1S(N)(=O)=O | -14% | 2% | -19% | 3% | 0 | -12% | 6%
CC(=O)N1CCN(CC(=O)Nc2cccc(S(=O)(=O)N3CCCCC3)c2)CC1 | x | x | -8% | x | -18 | -1% | 1%
CC(=O)Nc1cc(-c2ccccc2)nn1Cc1cccc(Cl)c1 | 3% | -1% | x | x | 6 | x | -3%
CCN(Cc1ccccc1)C(=O)c1ccc(N(C)S(=O)(=O)c2ccc(C)cc2)cc1 | 9% | -10% | -8% | x | -19 | 59% | 1%
CC(C)NC(=O)CCCn1cc([N+](=O)[O-])cn1 | -10% | -13% | 6% | 0% | -13 | -11% | 4%
COc1ccc(S(=O)(=O)N2CCN(Cc3cccc(F)c3)CC2)cc1 | x | x | -11% | x | 4 | x | 6%
Cc1occc1-c1nnc(SCC(=O)NC2(C#N)CCCC2)n1C | -2% | 0% | -5% | x | -32 | 0% | -2%
COc1ccc(S(=O)(=O)Oc2ccc3ccccc3c2)cc1 | 7% | -3% | 1% | 1% | -20 | -36% | -8%
CC1=C(C(=O)OCc2ccccc2)C(c2ccc(C)cc2)NC(=O)N1 (stereo not given) | x | x | -3% | x | -36 | x | 8%
COC1CCN(Cc2c(C(=O)N3C[C@@H](C)O[C@@H](C)C3)nc3ccc(Cl)cn23)CC1 | 7% | 1% | 1% | -2% | 21 | 20% | 3%
CCCCCSc1nc2c(c(=O)[nH]c(=O)n2C)n1CCc1ccccc1 | 1% | u | -1% | 3% | 47 | -17% | 0%
COc1ccc(C(=O)NC(C)c2cnn(-c3ccccn3)c2C)o1 (stereo not given) | -20% | 1% | 46%[activator] | 6% | -1 | -5% | -8%
COC(=O)COc1nc(C)c2c(c1C#N)CC(C)(C)OC2 | -36% | -4% | 2% | -2% | 11 | -10% | -5%
COc1ccc(C2=NN(C(=O)CSc3nccn3C)C(c3ccco3)C2)cc1 (stereo not given) | x | x | -2% | x | -21 | 5% | -8%
O=c1cc(CSc2nc3ccccc3[nH]2)c2ccccc2[nH]1 | -4% | 1% | 0% | 0% | 6 | -22% | 0%
Nn1c(SCC(=O)Nc2nccs2)nnc1-c1cccnc1 | -6% | -10% | 26% | x | -16 | -24% | 3%
CN1CC2=CC(O)CC3Oc4c(O)ccc(c4[C@]23C)C1 (stereo not given in full) | x | x | 2% | x | 10 | x | 2%
COc1ccccc1CCNC(=O)C(=O)Nc1cc2c3c(c1)C(C)C(=O)N3CCC2 (stereo not given) | -10% | -7% | -5% | x | 8 | 56% | 4%
Nc1cc(C(=O)OCC(=O)N2CCCC2)ccc1Cl | 2% | -4% | 11% | -10% | 31 | -22% | -8%
CCC(C)(C)n1nnnc1C(c1cc2cccc(C)c2[nH]c1=O)N1CCCC1 (stereo not given) | 10µM* | -3% | 8% | -6% | 5 | 26% | -4%
CCn1c(SCC(=O)N=Nc2c(O)[nH]c3ccccc23)nnc1-c1ccc(C(C)(C)C)cc1 | 1% | 1% | x | -3% | x | -2% | x
CCOc1ccccc1NC(=O)C(c1ccccc1)N1CCN(CC(=O)N2CCCC2)CC1 (stereo not given) | x | x | 1% | x | 0 | 216%[activator] | -1%
O=C(CCCOc1ccc(Cl)cc1Cl)NCc1ccccn1 | x | -8% | 9% | 7% | -9 | 214%[activator] | 2%
O=C(Cn1c(O)c(/C=C2\C=Nc3ccc(Br)cc32)sc1=O)N1CCCC1 | -11% | 3% | -10% | 0% | 7 | -7% | -6%
CCN(CC)C(=O)CSc1nc(OC)cc(=O)[nH]1 | -1% | u | 4% | -4% | -8 | -8% | -6%
Cc1cc(C(F)F)n2nc(C(=O)Nc3ccc(S(=O)(=O)NC45CC6CC(CC(C6)C4)C5)cc3)nc2n1 | 23% | -4% | -7% | -3% | 56 | 15% | 3%
CC(OC(=O)c1ccc(Cl)nc1)C(=O)N1CCc2ccccc21 (stereo not given) | -14% | 4% | -1% | x | 23 | -18% | 0%
C=COc1ccc(N2C(=O)c3ccccc3OC2C)cc1 (stereo not given) | -19% | -8% | -24% | -2% | -1 | -18% | -16%
Cc1ccc2oc(=O)c3cnn(CC(=O)Nc4ccc(Br)cc4C)c3c2c1 | 0% | 1% | x | x | 8 | x | 4%
CCn1c(CNC(=O)c2cccnc2)cc2ccccc21 | -1% | 5% | 1% | 5% | 17 | -1% | 0%
CC(=O)c1ccc(S(=O)(=O)Nc2cccc(-c3ccc(N4CCCCCC4)nn3)c2)cc1 | 3% | 13% | x | x | 53 | x | 0%
COC(=O)[C@H]1C[C@@H]1[C@H](NC(=O)[C@H]1C[C@@H]1[C@H](NC(=O)OCc1ccccc1)c1ccccc1)c1ccccc1 | -5% | -24% | 6% | 3% | -23 | 10% | 2%
CCCCOC(=O)c1ccc(Nc2nc3ccc(C)cc3n3cnnc23)cc1 | 1% | 9% | x | x | -8 | x | -8%

# Among those listed so far, these contain an aryl thioether with sulfur outside any ring.
molecule | Sm TGR block | AmpC detergent | AMA1-RON2 inh | LmPK inh | HCMV inh | AmpC no deterg | TbPYK inhibitor
Cc1cc(C)c(NC(=O)CSc2nc3ccc(NC(=O)CSc4nnnn4Cc4ccccc4)cc3s2)c(C)c1 | x | x | 13% | x | -36 | x | -13%
CN(CC(=O)Nc1ccccc1Br)C(=O)c1ccccc1Sc1ccccc1C#N | x | x | 73%[activator] | x | -27 | x | 2%
COc1ccc(NC(=O)CSc2nncs2)cc1S(N)(=O)=O | -14% | 2% | -19% | 3% | 0 | -12% | 6%
Cc1occc1-c1nnc(SCC(=O)NC2(C#N)CCCC2)n1C | -2% | 0% | -5% | x | -32 | 0% | -2%
CCCCCSc1nc2c(c(=O)[nH]c(=O)n2C)n1CCc1ccccc1 | 1% | u | -1% | 3% | 47 | -17% | 0%
COc1ccc(C2=NN(C(=O)CSc3nccn3C)C(c3ccco3)C2)cc1 (stereo not given) | x | x | -2% | x | -21 | 5% | -8%
O=c1cc(CSc2nc3ccccc3[nH]2)c2ccccc2[nH]1 | -4% | 1% | 0% | 0% | 6 | -22% | 0%
Nn1c(SCC(=O)Nc2nccs2)nnc1-c1cccnc1 | -6% | -10% | 26% | x | -16 | -24% | 3%
CCn1c(SCC(=O)N=Nc2c(O)[nH]c3ccccc23)nnc1-c1ccc(C(C)(C)C)cc1 | 1% | 1% | x | -3% | x | -2% | x
CCN(CC)C(=O)CSc1nc(OC)cc(=O)[nH]1 | -1% | u | 4% | -4% | -8 | -8% | -6%
